Shn3 inh set2 – reduction of Shn3 3'UTR firefly luciferase signal, primary screen, Schnurri-3 inhibitor project, cell-based, Clone20 osteoblasts, set 2; Clone20 osteoblast Shn3 3'UTR firefly luciferase, 24 h; inhibition, % at 12.5 µM; 360,000 tested, 0.52% active;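 active = mean inhibition of at least 75% with every replicate also reaching 75%; inconclusive = mean inhibition at least 75% but some replicate below; inactive = mean inhibition below 75%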;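 also: 0% = median of neutral control wells and 100% = pilot-screen positive control compound; some compounds past the cut are filed as inactive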
PDI turbidity – inhibitors of human PDI, primary screen, biochemical, turbidity, single point, plate reader | inhibition, % at 10 µM | Protein disulfide-isomerase (Homo sapiens), P07237 | 350,000 tested, 0.052% active | PDI insulin aggregation turbidity, A650, 90 min;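 active = mean inhibition across replicates of 30% or more, whatever share of single replicates reach that level; inconclusive = mean inhibition below 30% while every single replicate reaches 30%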;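 also: absorbance from insulin aggregation driven by PDI reduction with DTT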
Target sequence (P07237 whole entry, looked up): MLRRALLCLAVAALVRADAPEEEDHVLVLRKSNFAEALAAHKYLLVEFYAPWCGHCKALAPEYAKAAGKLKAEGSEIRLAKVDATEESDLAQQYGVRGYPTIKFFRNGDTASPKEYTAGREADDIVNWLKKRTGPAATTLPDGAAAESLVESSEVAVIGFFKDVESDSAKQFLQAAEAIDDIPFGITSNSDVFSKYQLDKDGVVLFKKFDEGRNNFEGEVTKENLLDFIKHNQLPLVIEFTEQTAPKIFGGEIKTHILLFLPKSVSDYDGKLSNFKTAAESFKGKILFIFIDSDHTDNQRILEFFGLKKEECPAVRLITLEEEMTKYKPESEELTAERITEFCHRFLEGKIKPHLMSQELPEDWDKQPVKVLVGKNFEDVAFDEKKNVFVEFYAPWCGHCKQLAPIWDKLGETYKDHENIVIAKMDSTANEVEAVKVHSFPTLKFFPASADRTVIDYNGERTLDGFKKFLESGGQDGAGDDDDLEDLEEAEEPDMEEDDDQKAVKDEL
Cardio protect – cardioprotection against H2O2-induced cell death, primary screen, uHTS, H9c2 cells, ATPLite luminescence. H9c2 cardiomyocytes, H2O2 injury protection, 2 h. protection from H2O2 cell death, % at 20 µM. 360,000 tested, 0.63% active. AID 588492, 2011;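 active = compounds giving at least 50% protection of heart cells from peroxide-induced death in the single-dose screen, raw or plate-pattern-corrected value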;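 also: 0% = DMSO wells with peroxide and 100% = DMSO wells without peroxide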
NR2E3 ag-1 – NR2E3 agonists in two-hybrid cells, primary screen, cell-based, luminescence, CHO-S, Gal4-NCOR/VP16-NR2E3. Photoreceptor-specific nuclear receptor (Homo sapiens), Q9Y5X4. luciferase. inhibition of corepressor binding, % at 3.98 µM. 360,000 tested, 0.35% active. AID 602229, 2012;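 active = inhibition above the mean of all tested compounds plus 3 SD, cut at about 70% in these data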;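 also: 0% = DMSO with NR2E3 transfected cells and 100% = cells lacking NR2E3 construct; higher means lower luciferase signal from less NR2E3 corepressor binding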
Target sequence (Q9Y5X4 whole entry, looked up, the tested form may be a part): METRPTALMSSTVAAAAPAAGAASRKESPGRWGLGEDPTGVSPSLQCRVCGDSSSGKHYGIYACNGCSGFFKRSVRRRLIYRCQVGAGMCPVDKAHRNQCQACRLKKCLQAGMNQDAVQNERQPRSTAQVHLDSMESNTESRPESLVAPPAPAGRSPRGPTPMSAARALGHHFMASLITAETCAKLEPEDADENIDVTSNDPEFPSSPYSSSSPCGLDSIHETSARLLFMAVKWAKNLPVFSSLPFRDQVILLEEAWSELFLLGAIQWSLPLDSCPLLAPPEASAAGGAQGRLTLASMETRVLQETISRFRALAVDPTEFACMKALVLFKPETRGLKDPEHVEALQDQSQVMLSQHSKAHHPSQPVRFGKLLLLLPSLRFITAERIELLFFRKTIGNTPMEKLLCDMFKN
Peg3 prom inh – Peg3 promoter-driven luciferase inhibitors, primary screen, cell-based, HeLa, luciferase luminescence; HeLa PEG-Prom luciferase reporter, overnight; inhibition, % at 20 µM; 360,000 tested, 1.7% active; AID 588405, 2011;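 active = inhibition of at least 50% at 20 µM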
HIF-2a inh – HIF-2a reporter inhibitors, primary screen, luminescence, 786-0 RCC cells | AID 624352, 2012 | inhibition, % at 18.8 µM | 786-0 RCC cells HIF-2a reporter, luciferase luminescence, overnight | 360,000 tested, 0.72% active;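 active = inhibition of the luminescence signal of 40% or more relative to plate controls, in a single-dose primary screen at 18.75 µM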
m5-HT2A agonist – mouse Htr2a agonists via beta-arrestin recruitment, primary screen, cell-based, luminescence. 5-hydroxytryptamine receptor 2A (Mus musculus), P35363. CHO-K1 mHTR2A beta-arrestin complementation; percent of 30 µM serotonin response. activation, % at 7.6 µM. 360,000 tested, 0.66% active. AID 624169, 2012;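 active = activation above a run cutoff, the mean activation of all tested compounds plus 3 SD, cut at about 14% in these data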;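 also: 0% = plate median of compound wells and 100% = 30 µM serotonin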
NR2E3 ag-2 – inhibitors of NR2E3-RetCOR corepressor binding, primary screen, NR2E3 agonist project, biochemical, TR-FRET, GST-NR2E3, biotin-RetCOR; Photoreceptor-specific nuclear receptor (Homo sapiens), Q9Y5X4; 1536-well; inhibition of corepressor binding, % at 4.78 µM; 320,000 tested, 0.12% active; AID 2300, 2010;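 active = percent inhibition above the cutoff of mean plus 3 SD of all tested compounds, set per screening campaign, cut at about 20% in these data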;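 also: 0% = DMSO wells and 100% = biotin wells as full block of FRET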
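System: GST-NR2E3 and biotin-RetCOR proteins; probe or stimulus: 7 nM biotin-RetCOR; doses: compound at 4.8 µM, single dose; schedule: Compound–protein incubation for 5 h at 4 °C; detection: time-resolved FRET; read-out: percent inhibition; controls: biotin wells as high control, 0.6% DMSO wells as low control; format: 1536-well plates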
iPSC survival up – enhancers of single-cell hiPSC survival, primary screen, ATPlite luminescence; 100% = ROCK inhibitor wells, 0% = DMSO; survival enhancement, % at 20 µM; 360,000 tested, 0.044% active; AID 602274, 2012; in the data active = survival enhancement above about 18%;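 also: cells exposed to compounds for 16 hours before the ATP read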
CaV13 FRET inh – Disruptors of the CACNA1D IQ motif to Ca2+-dependent inactivation inhibitor domain association, primary screening, Förster resonance energy transfer in intact living … | HEK cells, CFP/YFP FRET ICDI-IQ, plate reader, 10 min; percent FRET-ratio fall versus neutral wells | 340,000 tested, 0.098% active | AID 743397 | inhibition, % at 12.3 µM;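 active = mean replicate inhibition of at least 30% and at least 1% of replicates passing that level; inconclusive = only one of the two criteria is met; inactive = neither criterion is met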;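 also: 0% = median of the neutral control wells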
TRPM1 prom inh – inhibitors of MITF-dependent TRPM1 promoter reporter, primary screen, cell-based, SK-MEL-5, single point, luciferase; 330,000 tested, 0.83% active; inhibition, % at 12.5 µM; AID 488899, 2010; SK-MEL-5 TRPM1 promoter luciferase, 24 h;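 active = mean inhibition across replicates of 60% or more, whatever share of single replicates reaches that level; inconclusive = some that reach 60%, reason not given; inactive = mean inhibition across replicates below 60%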; also: values of inactives mirror those of a sister screen read the other way
Starred values were filed as active, the others as inactive; ? = inconclusive; nt = no result given. No enrichment for hits; about 3.9% have a hit in one of these screens.

SMILES	Shn3 inh set2	PDI turbidity	Cardio protect	NR2E3 ag-1	Peg3 prom inh	HIF-2a inh	m5-HT2A agonist	NR2E3 ag-2	iPSC survival up	CaV13 FRET inh	TRPM1 prom inh
CC1=C(C(=O)O)N2C(=O)C(NC(=O)c3ccc(F)cc3)C2SC1 (stereo unspecified)	11.4	-4.4	-5.1	1.5	-18.2	3.0	2.1	-5.1	-0.4	-2.1	5.2
CCC(=O)N1CCN(c2ccc(NC(=O)c3ccc(C#N)cc3F)cc2Cl)CC1	0.2	-4.1	-0.8	-6.8	15.9	17.8	-3.6	-1.5	-0.2	-7.2	9.7
CC(O)(Cc1ccccn1)Cc1ccccn1	3.3	8.4	4.3	4.9	9.7	1.8	-0.1	nt	0.6	-6.2	-10.5
COC(=O)c1[nH]c2ccccc2c1NC(=O)C(C)N1CCN(C(=O)c2ccco2)CC1 (stereo unspecified)	5.9	3.3	21.2	-10.9	34.9	14.4	3.1	1.6	-0.4	-4.3	11.4
O=C(CN1C(=O)NC2(CCCCCC2)C1=O)c1ccc(OC(F)F)cc1OC(F)F	5.4	-0.3	4.7	5.0	10.9	14.3	-3.7	-2.6	0.1	-1.8	5.4
CCOc1ccc(Cl)cc1-c1cc(C(=O)NC(C)C)[nH]n1	-21.4	3.8	4.5	-1.2	-29.1	-31.4	4.9	nt	-2.5	-4.4	nt
CCCCN1C(=S)SC(C)(C)C1/[N+]([O-])=C/c1ccc(S(=O)(=O)NC)cc1 (stereo unspecified)	-6.3	1.8	3.8	2.8	1.8	11.0	-4.5	1.1	1.0	-4.1	-11.8
Cc1noc2ncc(C(=O)c3cc(F)ccc3O)cc12	2.3	?	1.0	-6.2	2.3	20.2	0.8	0.5	-1.6	0.7	2.6
CN=C1SC(CC(=O)Nc2c(C)cccc2C)C(=O)N1/N=C/c1cccs1 (stereo unspecified)	1.0	6.8	-3.5	-18.6	6.1	16.6	7.5	-2.0	-1.0	-4.8	-1.6
O=C(CSc1ncn[nH]1)N1N=C(c2ccc(Cl)cc2)CC1c1ccco1 (stereo unspecified)	17.1	3.2	-6.1	16.2	11.9	-11.6	7.0	0.7	6.8	7.1	-0.7
CSc1nc(Oc2ccc(=O)[nH]n2)nc(N(C)C)n1	-1.0	2.2	0.7	-17.1	13.1	18.3	0.6	-1.6	-0.9	nt	1.7
CCCCNC(=O)CCn1c(=S)[nH]c2cc3c(cc2c1=O)OCO3	-27.8	-2.9	9.6	-10.5	20.5	13.1	0.1	1.8	0.2	-3.2	5.1
O=c1[nH]c2ccc(S(=O)(=O)N3CCCC3)cc2[nH]1	-3.2	-6.9	-2.2	-33.5	3.2	10.3	-3.1	-0.1	0.1	-3.5	14.7
CCC1CCCCN1C1Sc2ccc(C(=O)OC)cc2NC1=O (stereo unspecified)	7.6	3.2	-6.2	-1.4	23.2	12.7	1.1	3.8	-0.2	-3.6	14.5
COc1ccc(C(=O)OCC(=O)N(C)C2CCS(=O)(=O)C2)cc1S(=O)(=O)N1CCCc2ccccc21 (stereo unspecified)	-10.3	-4.8	5.0	-31.7	3.0	-23.8	3.6	0.8	0.7	-0.5	14.6
O=C1COc2ccc(C(=O)CSc3nnc(Cc4cccs4)n3-c3ccccc3)cc2N1	4.1	-8.8	14.3	25.9	11.9	18.8	-3.8	1.1	1.8	-8.7	-8.2
FC(F)(F)c1cc(Cl)c2nc(-c3ccccc3)cn2c1	-50.7	-4.7	-22.1	-164.9	-288.8	-177.0	-4.1	-4.8	-3.4	nt	-39.4
O=C(N/N=C/c1ccc(Cl)cc1)c1sccc1OCc1ccc(F)cc1	2.6	0.4	-17.8	-44.7	-82.2	-155.3	-8.0	5.1	-2.3	-6.3	8.3
O=C(NCC1COc2ccccc2O1)c1cc(S(=O)(=O)N2CCOCC2)c(Cl)cc1Cl (stereo unspecified)	4.3	-1.9	-1.8	5.2	14.5	-1.0	0.6	nt	1.2	-5.7	2.7
O=C(C(=O)N1CCN(C(=O)c2ccco2)CC1)c1c[nH]c2ccccc12	-25.9	-1.9	1.0	8.0	12.0	17.1	-4.0	3.7	2.0	-18.6	6.7
CCOc1ccccc1N1CCN(CC(=O)c2c(N)n(C)c(=O)n(C)c2=O)CC1	26.6	1.0	-3.7	-4.8	12.5	12.5	-3.9	0.8	1.9	3.2	3.3
CCCCCCCCCCCCCCCCn1cc[n+](CC(C)=O)c1	83.9	-69.5	-24.2	-1.2	96.1*	56.2*	-2.3	nt	-2.5	nt	38.8
Cc1cccc(C)c1N1CCN(c2nc(N(C)C)oc(=O)c2C#N)CC1	1.1	7.8	-3.1	0.8	23.2	13.3	-3.1	-1.6	-1.4	-6.1	2.3
CCOC(=O)c1c(NC(=O)COC(=O)c2ccc(Cl)nc2)sc(C(=O)N(C)C)c1C	6.6	2.4	11.5	-12.1	17.6	12.3	4.7	4.6	-0.3	-5.8	2.1
CCCCOP(=O)(c1ccc(N(C)C)cc1)C(O)c1cccnc1 (stereo unspecified)	-5.9	-0.2	0.0	-22.6	8.7	9.7	-4.1	0.0	3.4	-3.7	-7.6
Cc1ccc(C(=O)Nc2nc(-c3ccco3)c(-c3ccco3)s2)o1	-3.2	-2.6	-8.4	-18.3	-9.2	18.2	-4.3	nt	1.0	-3.9	10.4
Cc1cnc(C(=O)Nc2ccc(S(=O)(=O)NCC(C)C)cc2)cn1	15.7	-1.7	-3.0	-5.7	7.3	20.9	0.9	3.7	-0.3	-3.8	4.1
Cc1cc(N2CCCC2)nc2ccccc12	5.7	16.3	-4.9	-17.9	-14.2	1.3	-0.9	1.6	-0.1	-4.8	-5.3
CCN(CC)C(=O)C1=C(C)N(Cc2ccc(OC)cc2)C(=O)C(CC(=O)NC2CCCCC2)C1 (stereo unspecified)	-0.1	0.2	-5.9	-15.2	-12.4	-1.0	-1.5	nt	-0.8	-8.9	nt
COc1ccc(C2C(C#N)=C(N)Oc3n[nH]c(C)c32)cc1CSc1ccccn1 (stereo unspecified)	-11.6	1.4	5.7	5.3	-9.7	15.0	5.4	1.6	2.4	0.6	5.4
Cc1ccc(S(=O)(=O)n2nc(C)c(S(=O)(=O)N3CCOCC3)c2C)cc1	-8.3	-3.3	3.3	-5.8	-5.2	4.3	2.6	-1.9	-0.6	-2.4	-2.2
O=C1NCCSC1c1ccccc1 (stereo unspecified)	-2.0	-8.7	4.2	21.5	-4.5	5.9	1.2	2.0	0.0	-1.8	3.1
Cc1cccc(C(C)C)c1NC(=O)c1ccc(OCC2CCCO2)cc1 (stereo unspecified)	22.0	-2.0	4.7	-28.1	-15.3	-3.6	3.0	nt	2.2	-7.1	7.1
Cc1ccc(O)c(NC(=O)c2cccc(S(=O)(=O)N3CCCCC3)c2)c1	-15.0	-3.0	-4.4	-9.9	-24.4	-119.4	-1.3	-0.8	2.1	-0.7	1.2
COCCn1nnnc1C(c1ccccc1OC)N1CCN(c2ccccc2F)CC1 (stereo unspecified)	16.8	-3.4	-5.0	-15.2	0.1	0.7	1.6	-1.3	-2.6	nt	14.5
C/C(=N/NC(=O)CNC(=O)c1cccs1)c1ccco1	-7.5	-4.3	0.8	-0.4	4.6	6.6	1.6	-4.9	-0.2	-4.6	2.4
CC(=O)N1N=C(c2ccc(C)cc2)OC1c1ccc(C(C)C)cc1 (stereo unspecified)	-59.9	1.8	-12.2	-25.8	-323.2	-209.2	-0.4	6.0	-0.6	-3.9	-54.8
CC(=O)Nc1sc2c(c1C(c1ccc(F)cc1)N1CCOCC1)CCCC2 (stereo unspecified)	nt	3.1	2.6	-12.2	5.6	12.6	-6.2	-2.0	3.5	-4.4	12.0
COC(=O)c1ccc2nc(-c3cccc(Br)c3)c(Cc3ccccc3OC)n2c1	nt	nt	nt	-15.0	nt	-66.5	-0.1	nt	0.7	-5.0	nt
Cc1ccc2c(c1)nnn2C1CCN(S(=O)(=O)c2ccc(C(=O)N3C(C)CCCC3C)cc2)CC1 (stereo unspecified)	84.4	7.7	-23.0	71.4*	13.9	37.2	-3.0	-1.0	0.8	-9.3	26.1
COc1ccc(OCCNC(=O)CCCO)cc1	-7.1	2.0	6.9	-8.5	8.5	20.2	1.1	3.7	0.5	-2.3	1.1
Cc1nc2sccn2c1P(c1c(C)nc2sccn12)c1c(C)nc2sccn12	2.1	-4.3	1.6	0.7	10.7	9.1	-1.6	-1.7	0.3	nt	1.8
COc1ccc(S(=O)(=O)N2CCN(CC(=O)Nc3ccc(C)c(F)c3)CC2)cc1	1.8	2.1	-14.2	16.6	25.2	21.5	-3.7	nt	-0.1	-5.7	7.6
O=C(COC(=O)c1ccc(S(=O)(=O)N2CCOCC2)cc1)NC1CCCCCCC1	70.9	-6.3	12.4	6.1	6.7	5.8	5.2	4.6	-0.7	-4.4	0.6
CN(CCO)C(=O)C1CCN(c2ncc(C(F)(F)F)cc2Cl)CC1	0.6	-2.0	-1.3	-9.2	13.2	6.8	2.5	1.5	0.8	-5.6	6.1
Cc1c(C)n(C)c2ccc(C(=O)NCCCN3CCN(c4ccc(F)cc4)CC3)cc12	-6.6	9.7	2.5	19.2	11.2	13.1	-13.3	-0.4	-0.6	-4.7	5.7
O=C(NCc1ccccc1)c1noc2c1CCCC2	5.8	9.8	-4.3	-33.7	-62.9	-113.7	1.7	3.1	-2.4	-3.9	-12.6

Compound profiles, as listed above. Screens in order: Shn3 inh set2 | PDI turbidity | Cardio protect | NR2E3 ag-1 | Peg3 prom inh | HIF-2a inh | m5-HT2A agonist | NR2E3 ag-2 | iPSC survival up | CaV13 FRET inh | TRPM1 prom inh
COc1ccc(OCCNC(=O)CCCO)cc1 is entered as -7.1 | 2.0 | 6.9 | -8.5 | 8.5 | 20.2 | 1.1 | 3.7 | 0.5 | -2.3 | 1.1
Cc1c(C)n(C)c2ccc(C(=O)NCCCN3CCN(c4ccc(F)cc4)CC3)cc12 is entered as -6.6 | 9.7 | 2.5 | 19.2 | 11.2 | 13.1 | -13.3 | -0.4 | -0.6 | -4.7 | 5.7

Assay outcomes (PubChem)
